GalR3 antagonist: antagonists of human GalR3. HEK293 GalR3-CNG cAMP membrane potential fluorescence; galR3 body fused to GalR1 C-terminus. inhibition, % at 3 µM. 0.44% of 360,000 active;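 active = inhibition above the screen-wide average plus 3 SD, cut at about 13% in these data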;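 note: forskolin and galanin both at EC90 stimulate the cells; cAMP rise reported by CNG channel membrane potential dye signal; 0% = forskolin plus galanin with DMSO and 100% = forskolin alone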
Target sequence (O60755 1-299 limits assumed): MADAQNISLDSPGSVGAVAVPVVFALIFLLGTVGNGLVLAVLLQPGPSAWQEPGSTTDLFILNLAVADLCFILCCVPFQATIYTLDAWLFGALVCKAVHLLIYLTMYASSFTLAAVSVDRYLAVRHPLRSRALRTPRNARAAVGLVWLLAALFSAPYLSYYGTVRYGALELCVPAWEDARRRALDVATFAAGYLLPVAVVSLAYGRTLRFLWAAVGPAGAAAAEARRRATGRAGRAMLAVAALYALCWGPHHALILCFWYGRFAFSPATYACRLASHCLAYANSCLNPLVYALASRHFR
* marks the source's active call; other numbers are inactive results.

The first 6 compounds, to show the layout:
SMILES	GalR3 antagonist
CCCCCCCCN1C(=O)[C@H](CC(=O)NCCCC)C[C@@]2(C(=O)OC)CC(C)(C)CC=C12	-8
Cc1ccc(CN2C(=O)CCC2(C)c2nnnn2Cc2ccccc2)cc1 (stereo not drawn)	-6
O=C1c2cc([N+](=O)[O-])ccc2-c2cc(Br)c(N=C(NO)C(F)(F)F)cc21	-3
COC(=O)C1=C(C)NC(C)=C(C(=O)OC)C1C(=O)OCc1nnc(-c2ccccc2Cl)o1	-3
O=C(C[C@@H]1CC[C@H](NC(=O)c2ccc3c(c2)OCO3)[C@@H](CO)O1)NCc1ccc(F)cc1	-4
NC(CCc1ccccc1)c1csc(Nc2ccc(C(=O)NCCO)cc2)n1 (stereo not drawn)	-4

All compounds of this part (from the top)
SMILES	GalR3 antagonist
CCCCCCCCN1C(=O)[C@H](CC(=O)NCCCC)C[C@@]2(C(=O)OC)CC(C)(C)CC=C12	-8
Cc1ccc(CN2C(=O)CCC2(C)c2nnnn2Cc2ccccc2)cc1 (stereo not drawn)	-6
O=C1c2cc([N+](=O)[O-])ccc2-c2cc(Br)c(N=C(NO)C(F)(F)F)cc21	-3
COC(=O)C1=C(C)NC(C)=C(C(=O)OC)C1C(=O)OCc1nnc(-c2ccccc2Cl)o1	-3
O=C(C[C@@H]1CC[C@H](NC(=O)c2ccc3c(c2)OCO3)[C@@H](CO)O1)NCc1ccc(F)cc1	-4
NC(CCc1ccccc1)c1csc(Nc2ccc(C(=O)NCCO)cc2)n1 (stereo not drawn)	-4
Cc1cc(NC(=O)c2cc3cc([N+](=O)[O-])ccc3s2)no1	-6
C=CCN(c1ccccc1)S(=O)(=O)c1cccc(C(=O)Nc2ccc(N3CCOCC3)cc2)c1	-6
COc1ccc(C(=O)COC(=O)c2ccc3c(c2)OCCO3)c(OC)c1	-5
NC1=C(Br)C(=O)c2ncccc2C1=O	-3

In the list so far, these have a nitro group on carbon:
SMILES	GalR3 antagonist
O=C1c2cc([N+](=O)[O-])ccc2-c2cc(Br)c(N=C(NO)C(F)(F)F)cc21	-3
Cc1cc(NC(=O)c2cc3cc([N+](=O)[O-])ccc3s2)no1	-6

(listing goes on)
SMILES	GalR3 antagonist
COC(=O)[C@H](CC(C)C)NS(=O)(=O)c1c(F)cccc1F	-5
CCOC(=O)C1=C(O)C(=O)C(C(=O)OCC)C1 (stereo not drawn)	1
COc1ccc(C(=O)Nc2nc(OCC(F)(F)F)cnc2/C=C\c2ccccc2)c(OC)c1	-1
CCOc1ccc2oc(C(=O)OCC(=O)NCC3CCCO3)c(C)c2c1 (stereo not drawn)	-4
CCCNC(=O)C1(C)CCN(CCOc2ccc(Cl)cc2)C1 (stereo not drawn)	-6
S=C(NCCc1ccccc1)N1CCC2CC1c1c(Cl)cccc12 (stereo not drawn)	-5
CN1CCN(C(=O)C2Cc3c(-c4ccc5c(c4)OCO5)ccnc3O2)CC1 (stereo not drawn)	-2
Cc1ccc(C)c(NC(=O)C(OC(=O)c2cc[n+]([O-])cc2)c2ccccc2)c1 (stereo not drawn)	-2
CCOC(=O)C(=C1Nc2ccccc2N1)n1c(-c2cccnc2)nc2ccccc21	-7
COc1ccc(C2CC(c3cccs3)=NN2C(=O)CCCC(=O)O)cc1OC (stereo not drawn)	-6
CCCCNC(=O)C(NC(=O)c1cccc2ccccc12)C(=O)c1ccccc1 (stereo not drawn)	-1
CC1(C(=O)NS(=O)(=O)c2cccc(C#N)c2)CCN1C(=O)Cc1ccccc1Cl (stereo not drawn)	-6
COc1ccc2c(CN3CCN(c4ccc(Cl)c(Cl)c4)CC3)cc(=O)oc2c1	-2
CCN1C(=O)/C(=C/c2cn(-c3ccccc3)nc2-c2cccnc2)SC1=S	-3
Cc1ccc(S(=O)(=O)N2C[C@@H](C)[C@]3(C2)[C@H](O)[C@H](OC(=O)NCc2ccccc2)C[C@H]2C(=O)N(c4ccccc4)C(=O)[C@H]23)cc1	-3
CSCCC(c1nnnn1C1CCCC1)N1CCN(C/C=C/c2ccccc2)CC1 (stereo not drawn)	-8
CS(=O)(=O)N1CCCCC1c1cc(C(=O)Nc2cccc3c2CCCC3)no1 (stereo not drawn)	-4
COC(=O)c1ccc2nc(-c3ccc(C)cc3)c(Cc3ccccc3OC)n2c1	-2
O=C(CC[C@H]1O[C@@H](n2ccc(=O)[nH]c2=O)[C@H](O)[C@@H]1O)N[C@H](Cc1ccccc1)C(=O)NCCCN1CCCC1=O	-4
Cc1cnc(CNc2nc3cc(-c4ccccc4C)sc3c(=O)n2C)cn1	-7
Cc1ccc(-n2nnnc2CNC(=O)C(=O)c2c[nH]c3ccccc23)cc1C	-7
N#CCC(=O)Nc1ccc(C(=O)OCC(=O)Nc2sc3c(c2C#N)CCCC3)cc1	-2
Cc1ccc(S(=O)(=O)N2C[C@H]3[C@H]4C(=O)N(c5ccccc5)C(=O)[C@H]4C[C@H](OC(=O)NCC4CCCCC4)[C@@]3(O)C2)cc1	1
Cc1cccc(NC(=O)COC(=O)C(NC(=O)c2cccc(S(=O)(=O)N3CCOCC3)c2)C(C)C)c1 (stereo not drawn)	-4
CCc1cc(C(=O)NCC(c2ccc(OC)cc2)N2CCOCC2)sc1C (stereo not drawn)	-2
COc1cc(CN2C(=O)C(C)ON=C2c2ncccc2C)cc(OC)c1 (stereo not drawn)	-1
O=C(NCCN1CCNC1=O)c1ccc2sc([C@@H]3O[C@H](CO)[C@H](O)[C@H](O)[C@H]3O)nc2c1	-2
O=C(CCCn1c(=S)[nH]c2cc3c(cc2c1=O)OCO3)NCCc1ccc(Cl)cc1	-2
COC(=O)[C@]12CCCCC=C1N(Cc1ccco1)C(=O)[C@H](CC(=O)NCCc1ccccc1OC)C2	-3
CC(C)c1ccc(NC(=O)c2cc(-c3cc(F)ccc3OCC3CCCO3)n[nH]2)cc1 (stereo not drawn)	0
O=c1c(-c2ccccc2)cocc1-c1ccccc1	-2
COC(=O)c1cccc(NC(=O)c2ccc(S(=O)(=O)N(C)c3ccccc3OC)cc2)c1	-4
CC(=O)NC(C)(c1ccccc1)c1nc(-c2ccc(S(C)(=O)=O)cc2)cs1 (stereo not drawn)	-6
CC(=O)c1ccc(NC(=O)CN2CCN(S(=O)(=O)c3ccc4c(c3)OCCO4)CC2)cc1	-5
c1ccc(CSc2nnc(NC3CCCCC3)s2)cc1	-6
COc1ccccc1C=C1CCc2ccccc2C1=O	-5
CCCCC1Cc2[nH]c(=S)[nH]c(=O)c2C(c2ccc(Cl)cc2)O1 (stereo not drawn)	-7
CCOC(=O)[C@]12CCCC=C1N(Cc1ccc(Cl)cc1Cl)C(=O)[C@H](CC(=O)NCC1CCCCC1)C2	-6
COc1ccccc1N(C(C)=O)C1=C(Cl)C(=O)c2ccccc2C1=O	-6
COc1ccccc1CC(O)CC1c2c(cc3c(c2OC)OCO3)CCN1C (stereo not drawn)	-11
O=C(COC(=O)CCNS(=O)(=O)c1ccc(Cl)cc1)Nc1ccccc1OC(F)F	0
Cc1ccc(S(=O)(=O)N2CCCCC2)cc1NC(=O)c1cnccn1	0
CCOC(=O)C1CCCN(C(=O)c2ccc(OC)cc2)CC1 (stereo not drawn)	-2
C[C@H](CO)N1C[C@H](C)[C@@H](CN(C)C(=O)C2CCOCC2)Oc2ncc(Br)cc2C1=O	-8
COc1ccc(CCC(=O)Nc2cccc(S(=O)(=O)N3CCOCC3)c2)cc1OC	-3
COc1cccc(CN2CCC2(C)C(=O)Nc2cccc(Oc3ccccc3)c2)c1F (stereo not drawn)	-8
O=C(OCc1ccccc1)N1CCC2CC1c1cc(-c3ccc(F)cc3)ccc12 (stereo not drawn)	-7
C[C@@H]1CN([C@H](C)CO)C(=O)c2c(c3ccccc3n2C)-c2ccccc2CO[C@H]1CN(C)C(=O)c1cc(Cl)cc(Cl)c1	-6
O=C(NCCc1ccccc1)c1cccc2c(-c3ccc(F)c(F)c3)coc12	-5
CCOc1ccccc1C(O)C1=CC(=O)c2ccccc2C1=O (stereo not drawn)	-1
Remaining list, next part:
SMILES	GalR3 antagonist
O=C(OCc1cn([C@H]2CN(Cc3cccs3)[C@@H](c3ccc(Cl)cc3)C[C@@H]2O)nn1)c1ccccc1	-6
O=C(CN1CCN(S(=O)(=O)c2ccc3c(c2)OCCO3)CC1)Nc1ccccc1Br	-6
CC1ON=C(c2cccc3ccccc23)N(C)C1=O (stereo not drawn)	-4
Cc1ccccc1S(=O)(=O)NC(=O)C1(C)CCN1C(=O)Cc1ccc(C(C)(C)C)cc1 (stereo not drawn)	-3
C#CCN(C[C@@H]1[C@@H](OC(=O)Nc2cccs2)[C@@H](OC(=O)Nc2cccs2)Cn2c(=O)n(CCCCCC)c(=O)n21)S(=O)(=O)c1ccc(C)cc1	-4
Cn1c(=O)c2[nH]c(SCCN)nc2n(C)c1=S	-6
C[C@@H]1CN([C@@H](C)CO)C(=O)CCCn2nncc2CO[C@H]1CN(C)C(=O)Nc1ccnc(N2CCOCC2)c1	-1
OC1c2c(F)cccc2N=C2CCCCN21 (stereo not drawn)	1
CC1(c2cccc(Br)c2)NC(=O)N(CC(=O)c2ccc3c(c2)OCO3)C1=O (stereo not drawn)	-9
CCOC(=O)C1CCCN(C(=O)c2ccc(NS(=O)(=O)c3ccc4[nH]c(=O)[nH]c4c3)cc2)C1 (stereo not drawn)	-6
Cn1nc(C(C)(C)C)cc1N1C(=O)CCC1(C)C(=O)NC1CCCC1 (stereo not drawn)	-4
Cn1c(=O)c2c(nc(C3CC4C5CCC(C5)C4C3)n2C)n(C)c1=O (stereo not drawn)	-5
COC(=O)C[C@@H]1C=C[C@H](NC(=O)Nc2ccc(F)cc2)[C@@H](CO)O1	-6
Cc1cc(=O)n(Nc2ccccc2)c(O)c1C#N	-3
O=C(CNc1cccc(Br)c1)Nc1ccc(S(=O)(=O)N2CCCCC2)cc1	-5
N#CCSc1ccccc1NC(=O)COC(=O)C1CCN(C(=O)c2ccc(Cl)cc2)CC1	-6
Cc1ccc(C(C)C)c2c1C(c1ccc3c(c1)OCO3)CC(=O)O2 (stereo not drawn)	-4
CCCNC(=O)N(C)C[C@@H]1Oc2ncc(-c3ccncc3)cc2C(=O)N([C@H](C)CO)C[C@@H]1C	-4
c1ccc(-c2nnc(SCc3ccncc3)o2)cc1	1
O=C(CN1C(=O)C(=O)N(C2CCCC2)C1=O)Nc1ccc([N+](=O)[O-])cc1	1
CCOC(=O)c1c(O)cc(OC)cc1CCc1ccccc1	-1
COc1ccc(CC(N)c2csc(NC(=O)c3cccc(OC(F)(F)F)c3)n2)cc1 (stereo not drawn)	-7
CN(C)Cc1c(C(C)(C)O)[nH]c2ccccc12	-1
O=C(CCNS(=O)(=O)c1ccc2ccccc2c1)NCCOc1ccccc1	1
Cc1cccc(N2CCN(C(=O)CNC(=O)C3CCCCC3)CC2)c1C	-3
CC1(C2CC2)NC(=O)N(CC(=O)N2CCN(c3ccccc3F)CC2)C1=O (stereo not drawn)	-1
N#Cc1cccc(C(=O)C(=O)N2CCN(c3ccccc3)CC2)c1	-2
CC(c1ccc2ccccc2c1)c1ccccc1C(=O)O (stereo not drawn)	-6
COc1ccc(C(=O)N2CCCCC2c2cc(C(=O)Nc3cccc(C#N)c3)no2)cc1 (stereo not drawn)	-6
O=[N+]([O-])c1ccc(O)c(C=NNc2ccc(S(=O)(=O)O)cc2)c1	-1
COc1ccc(CC(=O)N(C)c2ccccc2)cc1S(=O)(=O)N1CCOCC1	-5
CC(=O)Nc1cc(-c2ccccc2N(C)C)cn2c(-c3cccc(C(F)(F)F)c3)cnc12	-4
CC(=O)c1ccc(-c2cccc3nccn23)cc1	-5
O=C(COC(=O)/C=C/c1ccccc1)NCc1ccco1	-5
COC(=O)C(CC(=O)c1ccc(Cl)cc1)c1ccccc1 (stereo not drawn)	-5
O=C(Cc1cccc(NC(=O)C2CCCN(C(=O)C3CCC3)C2)c1)Nc1ccc(C(=O)N2CCCCC2)cc1 (stereo not drawn)	-3
CCN(CC)C(=O)C1=C(C)N(CCCOC)C(=O)C(CC(=O)NCc2cccc3ccccc23)C1 (stereo not drawn)	-8
CCCCOCC1CN(CCCC)S(=O)(=O)c2c(F)cccc2O1 (stereo not drawn)	-6
CN(C)CCNc1ncnc2c1ncn2[C@H]1CN(Cc2cccs2)C[C@@H](CO)O1	-3
COc1ccc(-c2csc(C(NC(C)=O)c3ccc(F)c(F)c3)n2)cn1 (stereo not drawn)	-6

A run of entries taken from the entries so far:
SMILES	GalR3 antagonist
CCCCCCCCN1C(=O)[C@H](CC(=O)NCCCC)C[C@@]2(C(=O)OC)CC(C)(C)CC=C12	-8
Cc1ccc(CN2C(=O)CCC2(C)c2nnnn2Cc2ccccc2)cc1 (stereo not drawn)	-6

More compounds follow.
SMILES	GalR3 antagonist
COc1ccc2nc(-c3ccc(CN4CCC5(CC4)CNc4ccccc45)cc3)c(-c3ccccc3)nc2c1	-5
Nc1ccc2c(c1)[nH]c(=O)c1ccccc12	1
CC(CC(c1ccccc1)N1CCc2ccccc2C1)=NO (stereo not drawn)	-5
O=C(NCc1ccc(F)c(F)c1)C1Cc2c(-c3ccc4c(c3)OCO4)ccnc2O1 (stereo not drawn)	-4
CN(C)CCNC(=O)c1cccc2nc3cccc(F)c3nc12	-3
O=C(NC1CCCCC1)c1csnn1	-5
CN(C)S(=O)(=O)c1ccc(NC(=O)Cn2nc(-c3ccc4c(c3)OCCO4)ccc2=O)cc1	-6

Screening results deposited in PubChem by The Scripps Research Institute Molecular Screening Center.

An excerpt; the hit share may differ from the screen's.
